# OXTR ag: activates the human oxytocin receptor; P30559; CHO-OTR cells, Fluo-8 calcium fluorescence; normalized: DMSO 0%, oxytocin 100%; activation, % at 3 µM; actives 0.32% (n = 320,000); AID 2435;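 active = activation above the mean of all tested compounds plus 3 SD, cutoff set per screening run, cut at about 20% in these data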;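 note: peak over basal fluorescence ratio from a 100 s FLIPR kinetic read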
# CHRM1 antagonist: human CHRM1 antagonism; P11229; CHO-K1 hM1, Fluo-8 calcium fluorescence, ACh EC80 antagonist; inhibition, % at 3 µM; actives 1.3% (n = 360,000); AID 588852;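 active = percent inhibition above its own plate's cutoff, namely the mean of that plate's compound wells plus 3 SD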;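 note: peak over basal fluorescence ratio during 140 s after agonist addition; 0% = ACh EC80 plus DMSO and 100% = DMSO alone without agonist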
# V1aR counter: counter-screen for oxytocin receptor agonists: human V1a receptor agonists; P37288; CHO-V1R cells, Fluo-8 calcium fluorescence, agonist mode; 0% DMSO, 100% 3 nM vasopressin; activation, % at 3 µM; actives 0.25% (n = 320,000); AID 2797;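 active = activation above the mean activation of all tested compounds plus 3 SD, per screening run, cut at about 20% in these data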;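 note: signal is peak over basal fluorescence ratio across a 100 second FLIPR read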
# Target sequence (P37288 whole entry, looked up): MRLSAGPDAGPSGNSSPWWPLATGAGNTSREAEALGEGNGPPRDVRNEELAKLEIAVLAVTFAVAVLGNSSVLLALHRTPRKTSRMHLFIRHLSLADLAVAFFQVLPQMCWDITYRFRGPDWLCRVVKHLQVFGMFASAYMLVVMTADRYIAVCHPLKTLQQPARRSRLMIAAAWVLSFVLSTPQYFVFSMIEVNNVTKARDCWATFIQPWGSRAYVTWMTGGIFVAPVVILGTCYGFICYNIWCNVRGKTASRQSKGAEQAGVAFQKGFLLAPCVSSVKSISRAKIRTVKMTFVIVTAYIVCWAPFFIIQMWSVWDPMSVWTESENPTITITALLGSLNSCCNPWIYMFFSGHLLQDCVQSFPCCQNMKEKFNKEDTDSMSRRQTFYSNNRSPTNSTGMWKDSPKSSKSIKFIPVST
# TAAR1 antagonist: antagonists of human TAAR1; CHO RD-HGA16 TAAR1, Fluo-8 calcium fluorescence, antagonist; inhibition, % at 3 µM; Q96RJ0; actives 1.5% (n = 360,000); AID 624466;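 active = inhibition above a per-plate cutoff, the mean inhibition of test compounds on that plate plus 3 SD, cut at about 49% in these data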;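 note: 0% = DMSO plus EC80 beta-PEA response and 100% = DMSO alone without agonist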
# Target sequence (Q96RJ0 whole entry, looked up): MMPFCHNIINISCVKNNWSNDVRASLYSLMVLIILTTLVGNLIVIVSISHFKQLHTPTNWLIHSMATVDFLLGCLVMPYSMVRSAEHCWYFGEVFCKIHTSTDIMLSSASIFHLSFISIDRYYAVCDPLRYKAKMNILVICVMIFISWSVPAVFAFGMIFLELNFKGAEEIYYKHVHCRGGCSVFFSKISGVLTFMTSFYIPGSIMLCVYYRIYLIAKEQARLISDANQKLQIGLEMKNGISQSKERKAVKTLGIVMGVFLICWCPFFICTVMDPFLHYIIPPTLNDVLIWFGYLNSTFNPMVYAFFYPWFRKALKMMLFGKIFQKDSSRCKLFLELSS
#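 Test system: hTAAR1-expressing CHO RD-HGA16 cells, Gα16-coupled; Probe or stimulus: EC80 β-phenethylamine stimulus; Compound dosing: single nominal final test compound concentration of 3 µM; Timing: 140 s kinetic read after compound, 140 s after agonist; Signal: Fluo-8 calcium-sensitive fluorescence; Measure: % inhibition of agonist calcium response; Controls: DMSO and EC80 PEA controls.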
# OXTR potentiate: potentiates the human oxytocin receptor response; P30559; CHO-OTR cells, Fluo-8 calcium fluorescence, potentiator mode; 0% = oxytocin EC15, 100% = EC100; activation, % at 3 µM; actives 0.061% (n = 320,000);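 active = activation above that plate's cutoff, the mean activation of tested compounds plus 3 SD, cut at about 6.6% in these data, passing the limit was not always enough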;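 note: 100% uses oxytocin at 75 nM as the full agonist control; some results filed as inactive read as strong as hits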
#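 Assay system: CHO cell line stably expressing human OTR. Reagent: EC15 oxytocin agonist. Dosing: single dose, 3.0 µM nominal final compound concentration. Timing: compound 6 min at room temperature before oxytocin, 100 s read. Signal: kinetic Fluo-8 calcium fluorescence. Controls: oxytocin EC15 low and EC100 high.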
# CHO parental Ca: counter-screen: ATP calcium response change in parental CHO cells. parental CHO-K1, ATP-induced calcium, Fluo-8 fluorescence. inhibition, % at 5.6 µM. actives 0.63% (n = 330,000). AID 463079;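 active = inhibition above that plate's mean sample inhibition plus 3 SD, cut at about 26% in these data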;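 note: 0% = ATP-challenged DMSO wells and 100% = DMSO wells without ATP; some compounds past the cut are filed as inactive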
#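 test system = CHO parental line | reagent = ATP stimulus | measured by = intracellular calcium via Fluo-8 no-wash fluorescent dye | control set = ATP and no-ATP DMSO wells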
# M1 PAM: human CHRM1 positive allosteric modulation; CHO-K1 hM1, Fluo-8 calcium fluorescence, ACh EC20; 0% = ACh EC20, 100% = maximal ACh; P11229; actives 0.088% (n = 360,000); AID 588819; activation, % at 3 µM; in the data active = activation above about 19%, passing the limit was not always enough
# M1 ag: agonists of human M1 muscarinic receptor. activation, % at 3 µM. CHO-K1 hM1, Fluo-8 calcium fluorescence, agonist mode; 0% DMSO, 100% acetylcholine EC100. actives 0.33% (n = 360,000);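 active = activation above the run's mean compound activation plus 3 SD, cut at about 16% in these data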;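 note: peak over basal fluorescence ratio within a 140 s kinetic read after compound addition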
# TAAR1 ag: human TAAR1 agonism | Q96RJ0 | actives 0.99% (n = 360,000) | activation, % at 3 µM | AID 624467 | CHO RD-HGA16 TAAR1, Fluo-8 calcium fluorescence; vehicle wells 0%, saturating PEA agonist 100%;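 active = activation above the mean activation of all test compounds in the run plus 3 SD, cut at about 38% in these data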
#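 Assay system: CHO-derived RD-HGA16 cells with stable Gα16 and human TAAR1; timing: 17-24 h seeding, 75 min 37 °C dye, 30 min RT; read-out: % activation from peak over basal fluorescence ratio, DMSO-to-PEA scaled; measured by: kinetic Fluo-8 calcium fluorescence; benchmarks: low control DMSO, high control PEA (EC100); doses: 3 µM single concentration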
# Active calls of the source: *; / = no result given. This is a random part of the collection. About 3.7% of those tested had a hit in this group.
SMILES,OXTR ag,CHRM1 antagonist,V1aR counter,TAAR1 antagonist,OXTR potentiate,CHO parental Ca,M1 PAM,M1 ag,TAAR1 ag
CCN1CCN(c2cc(C(C)C)nc3c(-c4ccccc4)c(C)nn23)CC1,1.8,-1,1.4,-65,-5,-4,0,-5,11
COc1cccc(-c2noc(C(C)n3nc(C)c([N+](=O)[O-])c3C)n2)c1 (stereo not given),-0.6,-17,1.6,1,-4,-14,8,-3,7
COc1ccc(CN2CCNC(=O)C2CC(=O)NCCSc2nccn2C)cc1OC (stereo not given),-0.7,-5,0.2,-5,-8,-3,6,-8,8
Cc1cc(=O)oc2cc(OCc3cc4c(cc3Cl)OCO4)ccc12,-0.8,-4,-0.2,-22,1,-9,1,-4,21
Cc1cc(NS(=O)(=O)c2ccc(NS(=O)(=O)c3ccc(Br)cc3)cc2)no1,0.9,1,1.1,-8,-2,5,3,-3,1
CN(C)c1ccc(N2C(=O)CC(Nc3ccc(N4CCOCC4)cc3)C2=O)cc1 (stereo not given),-0.4,-4,0.6,10,-7,-7,-7,1,17
CCCCOc1ccc(C(=O)Nn2c(-c3cccs3)nc3ccccc3c2=O)cc1,-0.9,-2,0.2,44,-5,-5,6,-9,2
CN(C(=O)COC(=O)CCCc1c[nH]c2ccccc12)c1c(N)n(Cc2ccccc2)c(=O)[nH]c1=O,-0.4,11,0.1,2,1,-10,-4,-4,2
CC(C)C[C@H](NC(=O)c1[nH]cnc1C(=O)Nc1ccc(Cl)cc1)C(=O)OC(C)(C)C,-0.3,-16,0.5,-11,-9,-37,12,6,-1
CC(C)c1cc(C(=O)OCC(=O)NC2CC2)c(O)c(C(C)C)c1,/,-8,/,-9,/,/,4,-6,5
Cc1ccccc1OCC(=O)Nc1cccc(N(C)S(C)(=O)=O)c1,4.8,2,4.0,14,-11,-11,-1,-2,8
CCOC(=O)C1=CN(Cc2cccc(-c3cccnc3)c2)S(=O)(=O)N(C)C1C (stereo not given),/,1,/,49*,/,-5,-12,1,3

# Two entries from above, set out differently:
# Each structure is followed by: OXTR ag, CHRM1 antagonist, V1aR counter, TAAR1 antagonist, OXTR potentiate, CHO parental Ca, M1 PAM, M1 ag, TAAR1 ag
> CCOC(=O)C1=CN(Cc2cccc(-c3cccnc3)c2)S(=O)(=O)N(C)C1C (stereo not given)
→ /, 1, /, 49*, /, -5, -12, 1, 3
> CN(C)c1ccc(N2C(=O)CC(Nc3ccc(N4CCOCC4)cc3)C2=O)cc1 (stereo not given)
→ -0.4, -4, 0.6, 10, -7, -7, -7, 1, 17

# (listing goes on)
SMILES,OXTR ag,CHRM1 antagonist,V1aR counter,TAAR1 antagonist,OXTR potentiate,CHO parental Ca,M1 PAM,M1 ag,TAAR1 ag
CCC(CC)C(=O)N(C)c1c(C)nc2c(OCc3ccc(Cl)cc3Cl)cccn12,/,10,/,-26,/,/,-19,-6,2
OCC1(CCOc2ccccc2)CCN(Cc2cccn2-c2ncccn2)CC1,0.4,-2,0.8,3,-9,-22,2,-13,1
CCC(C)(C)NC(=O)C(c1ccc(OC)cc1)N(C(=O)CCC(=O)Nc1cc(C)on1)c1cccc(OC)c1 (stereo not given),-2.0,-11,-0.8,-13,-10,-27,17,0,4
O=C(Nc1ccccc1)Nc1cccc(C(F)(F)F)c1,8.8,18,11,17,-11,10,-23,5,19
CCOc1ccc(OCCC(=O)OCC(=O)NCCc2ccc(S(N)(=O)=O)cc2)cc1,-0.9,-13,0.3,-4,-2,-17,12,-1,0
Cc1cc(-n2c(SCc3ccccc3F)nc3n[nH]c(C)c3c2=N)ccc1Cl,-0.5,-1,1.1,-43,-8,-2,7,-3,2
COc1ccccc1N(C(=O)CNC(=O)c1ccco1)C(C(=O)NC1CCCCC1)c1ccncc1 (stereo not given),0.3,8,0.1,-2,-10,-13,-4,-3,-1
C/C(=N\N(Cc1ccccc1)c1ccccc1)c1ccncc1,-2.9,-9,-0.8,-5,-2,-19,3,-14,3
COc1ccc(OC)c(NC(=O)CN2CCc3ccccc3C2)c1,-1.0,-3,-0.4,1,-6,-4,3,-2,6
CCOc1ccc(-c2cccc(NC(=O)COc3ccc(Cl)cc3)c2)nn1,-0.4,13,1.8,/,-7,-18,-5,-3,/
COc1ccc(C(=O)N2CCN(C(=O)c3ccco3)CC2)cc1OC,1.0,-31,0.2,9,1,8,6,0,3
Cc1ccc(OCc2nnc(N)s2)cc1C,2.1,-13,0.1,-27,-4,2,20,-1,8
CCn1cc(C(=O)NCCCN2CCCC2)c(=O)c2cc(S(=O)(=O)N3CCc4ccccc4C3)ccc21,-1.8,10,-1.4,-11,-4,-11,-22,-15,4
CCOC(=O)C1CCN(S(=O)(=O)c2c(Cl)ccc3nonc23)CC1,-0.6,11,0.0,-5,-3,14,-4,-4,4
COc1ccc(C2NC(=O)NC(C)=C2C(=O)OC2CCC(C)CC2)cc1 (stereo not given),/,-8,/,-33,/,/,0,-3,-3
O=C(Cn1cccc1C(=O)c1ccccc1)NCc1cccnc1,-0.6,-3,-0.8,-8,-4,-5,6,-5,2
COc1ccccc1NC(=O)CC(NCc1ccccc1)C(=O)O (stereo not given),0.8,-6,0.7,2,-3,-4,12,-3,3
CC(C)[C@H](N)C(=O)NC[C@H]1CC[C@H](C(=O)N[C@@H](Cc2ccccc2)C(=O)O)CC1,1.9,-12,1.5,5,-1,-9,12,1,3
O=C1CC(c2ccccc2Cl)c2c(sc3c(=O)[nH]c(CCl)nc23)N1 (stereo not given),1.1,/,1.1,/,0,-6,/,/,/
CCC(C)NC(=S)NNC(=O)c1ccncc1 (stereo not given),1.6,-10,-0.1,-8,-8,-4,20,1,2
O=C(O)CCC(=O)N1CCN(S(=O)(=O)c2cccs2)CC1,0.2,-14,1.0,-12,-6,-1,8,-3,0
O=C(NCc1cccc(Cl)c1)c1ccncc1,0.2,-7,1.7,-13,-4,-7,2,-2,3
O=C(Cn1c(NCCCO)nc2ccccc21)c1ccc(Cl)cc1Cl,3.9,-19,1.5,-6,-1,-27,10,-4,8
C[C@H]1CN=C(N(C)C)N1CCCC1CCCCC1,1.0,15,0.6,-4,2,-4,-15,-11,9

# Structures shown so far that have a thiophene ring, fused or not, in the order listed:
SMILES,OXTR ag,CHRM1 antagonist,V1aR counter,TAAR1 antagonist,OXTR potentiate,CHO parental Ca,M1 PAM,M1 ag,TAAR1 ag
CCCCOc1ccc(C(=O)Nn2c(-c3cccs3)nc3ccccc3c2=O)cc1,-0.9,-2,0.2,44,-5,-5,6,-9,2
O=C1CC(c2ccccc2Cl)c2c(sc3c(=O)[nH]c(CCl)nc23)N1 (stereo not given),1.1,/,1.1,/,0,-6,/,/,/
O=C(O)CCC(=O)N1CCN(S(=O)(=O)c2cccs2)CC1,0.2,-14,1.0,-12,-6,-1,8,-3,0

# Other records.
SMILES,OXTR ag,CHRM1 antagonist,V1aR counter,TAAR1 antagonist,OXTR potentiate,CHO parental Ca,M1 PAM,M1 ag,TAAR1 ag
CCO[C@H]1OC(C(=O)N2CCN(Cc3ccc4c(c3)OCO4)CC2)=C[C@@H](c2csc3ccccc23)[C@@H]1CCCO,2.3,-1,1.4,44,-10,-35,8,-5,19
CN=C(Nc1cc(C)nn1CCC#N)c1ccccc1F,1.4,-9,0.4,-6,2,-1,-7,-5,2
O=C(c1cc2n(n1)C(C(F)(F)F)CC(c1ccc(F)cc1)N2)N1CCCC1 (stereo not given),1.6,-12,0.9,8,1,-16,7,-3,10
O=[N+]([O-])c1ccc(S(=O)(=O)Nc2ccc(-c3ccc(N4CCOCC4)nn3)cc2)cc1,3.3,3,6.6,19,-8,-6,-4,3,14
Cc1nc(-c2ccc(-n3nncc3-c3ccco3)cc2)cs1,-2.0,-5,-0.6,14,-11,0,3,-3,11
Cc1cc(/C=C2\C(=N)N3N=C(CC(=O)N4CCOCC4)SC3=NC2=O)c(C)n1-c1ccccc1,-1.0,0,-0.6,-29,-2,-21,-2,-5,0
C/C(N)=C(/C#N)C(=O)CSc1nc2ccccc2[nH]1,-0.1,11,0.5,14,-9,-12,-6,1,5
COc1ccc(NC(=O)C(CCSC)NC(N)=O)cc1NS(=O)(=O)c1ccc(F)cc1 (stereo not given),0.8,-3,-0.7,0,-13,-5,-6,-3,1
Cc1ccc(S(=O)(=O)NCCSCc2ccco2)cc1,-0.6,-1,0.1,2,2,-6,4,-13,6
Cc1cc(OCC(=O)NCCc2cccc(F)c2)c2c(C)cc(=O)oc2c1,-0.5,-18,1.2,-13,-2,-10,12,0,1
COc1cccc(N2CC(O)=C(c3nc4ccccc4s3)C2=N)c1,-1.1,-1,0.3,-5,-13,-14,6,-6,7
CC(=O)Nc1ccc(N=Cc2c(O)ccc3ccccc23)cc1,3.2,-14,3.5,6,-7,-7,6,3,13
CCOC1(C(F)(F)F)NC(=O)N(Cc2ccc(OC)cc2)C1=O (stereo not given),-0.5,-7,1.2,13,-1,-12,5,-7,3
COc1ccc(/C=C2/C(=N)N3N=C(CC(=O)N4CCCC4)SC3=NC2=O)cc1OC,-0.1,17,0.5,-9,-5,-6,-9,-4,0
Cc1cccc(C)c1NC(=O)C1(N2C(=O)CC2c2ccccc2)CCCCC1 (stereo not given),-1.0,-6,-0.9,1,1,-19,8,-5,2
CC(=O)c1c(C)[nH]c(C(=O)CSc2nnc(-c3ccco3)n2Cc2ccccc2)c1C,0.2,-5,2.5,46,-8,-18,-3,1,18
COc1ccc(C(=O)O)cc1S(=O)(=O)Nc1ccc2cn[nH]c2c1,1.2,-5,1.2,1,1,-9,5,-1,2
O=C(N/N=C/c1ccc(Br)cc1)c1ccc(Br)o1,-2.5,-12,0.3,-23,-2,-11,1,-5,3
CCCOc1ccc(/C(O)=C2\C(=O)C(=O)N(c3ccccn3)C2c2ccccc2F)cc1C (stereo not given),-0.6,-15,9.3,2,0,-10,9,-3,33

# Assay outcomes (PubChem BioAssay)
